Screens deposited in PubChem by Sanford-Burnham Center for Chemical Genomics.
697 NFkB inh: lowers PMA/ionomycin-induced NF-kB signal in 697 B cells; 697 B-cell NF-kB luciferase reporter, 16 h; inhibition, % at 4 µM; 0.33% of 330,000 active; AID 435022; in the data active means inhibition above about 35%
TIM10 inh: inhibits growth of TIM10 yeast strain; S. cerevisiae TIM10 strain growth, BacTiter-Glo luminescence, 24 h; inhibition, % at 10 µM; 1.4% of 330,000 active;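 active means inhibition of 40% or more at the single tested concentration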;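 further: wild-type TIM10 isogenic control strain grown at permissive 25 °C; 0% = DMSO yeast wells and 100% = minimal medium wells without yeast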
tim10-1 inh: inhibits growth of tim10-1 mutant yeast | 2.2% of 330,000 active | inhibition, % at 20 µM | S. cerevisiae tim10-1 ts strain growth, BacTiter-Glo, 24 h;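 active means inhibition of at least 40%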;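 further: mutant grown at 25 °C; 0% = DMSO wells with yeast and 100% = wells holding no yeast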
Mdm2 MdmX PPI: disrupts the human Mdm2-MdmX interaction. O15151+Q00987. SaOS-2 split-luciferase Mdm2/MdmX complementation, luminescence. inhibition, % at 8 µM. 3% of 330,000 active;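 active means inhibition of at least 50% at 8 µM in the primary screen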
Target sequence (O15151 whole entry, looked up): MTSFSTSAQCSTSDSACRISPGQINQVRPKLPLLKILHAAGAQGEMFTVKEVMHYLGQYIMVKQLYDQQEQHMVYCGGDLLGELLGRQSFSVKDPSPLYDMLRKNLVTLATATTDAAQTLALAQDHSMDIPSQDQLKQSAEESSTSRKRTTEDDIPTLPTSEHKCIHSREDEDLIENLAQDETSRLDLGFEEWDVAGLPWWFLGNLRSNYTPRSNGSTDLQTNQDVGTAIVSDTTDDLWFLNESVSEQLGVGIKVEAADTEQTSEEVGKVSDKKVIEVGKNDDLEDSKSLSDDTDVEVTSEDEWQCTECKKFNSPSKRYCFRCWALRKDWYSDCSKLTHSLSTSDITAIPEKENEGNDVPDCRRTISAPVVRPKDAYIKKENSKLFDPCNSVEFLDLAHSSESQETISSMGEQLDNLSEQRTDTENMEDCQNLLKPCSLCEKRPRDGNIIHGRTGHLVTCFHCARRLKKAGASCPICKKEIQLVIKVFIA
Target sequence (Q00987 whole entry, looked up): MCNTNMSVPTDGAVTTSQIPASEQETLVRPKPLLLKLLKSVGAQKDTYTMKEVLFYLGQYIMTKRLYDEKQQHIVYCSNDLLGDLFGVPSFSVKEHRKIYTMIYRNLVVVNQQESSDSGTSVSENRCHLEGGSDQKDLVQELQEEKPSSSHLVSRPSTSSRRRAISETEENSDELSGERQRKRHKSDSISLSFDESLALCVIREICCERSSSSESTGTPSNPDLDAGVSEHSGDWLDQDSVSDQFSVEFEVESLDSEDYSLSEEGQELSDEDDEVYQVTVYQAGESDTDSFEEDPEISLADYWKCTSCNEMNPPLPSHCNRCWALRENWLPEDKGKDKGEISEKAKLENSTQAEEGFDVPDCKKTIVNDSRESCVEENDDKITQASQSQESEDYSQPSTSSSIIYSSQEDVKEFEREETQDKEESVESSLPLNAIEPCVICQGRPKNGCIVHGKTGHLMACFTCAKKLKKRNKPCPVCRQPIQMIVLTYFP
Jurkat NFkB inh: inhibitors of the PMA/ionomycin-induced NF-kB reporter in Jurkat cells; PMA/ionomycin-induced NF-kB luciferase reporter, luminescence; inhibition, % at 4 µM; 0.53% of 330,000 active; in the data active means inhibition above about 50%
tim23-1 inh: tim23-1 yeast growth inhibition | 1.3% of 330,000 active | S. cerevisiae tim23-1 growth, BacTiter-Glo luminescence, 24 h | inhibition, % at 20 µM;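 active means growth inhibition of the mutant yeast at or above 50%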;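 further: temperature-sensitive mutant grown at 25 °C; plate controls were DMSO-treated mutant yeast for no effect and medium wells lacking yeast for full effect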
UPR XBP1 act: activators of adaptive arm of unfolded protein response (XBP1); CHO-XBP1 luciferase reporter, IRE1-XBP1 UPR activation, luminescence; percent of tunicamycin response, DMSO as zero; 0.33% of 330,000 active; activation, % at 20 µM;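 active means versus positive control, 20 µM dose yields 30% or more activation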;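 further: 100% = tunicamycin at 10 µg/mL and 0% = DMSO only wells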
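Assay system: CHO-XBP1 luciferase reporter cells; Schedule: 6 h treatment, 37 °C; Detection: glow luminescence from Steady-Glo reagent; Benchmarks: high control tunicamycin 10 µg/mL final, low control DMSO vehicle only.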
UPR CHOP act: apoptotic UPR (CHOP) activation | activation, % at 10 µM | CHO-CHOP luciferase reporter, luminescence; percent of tunicamycin response over DMSO baseline | 0.34% of 330,000 active;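 active means at 10 µM dose, activation of 40% or more, normalized to positive control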;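 further: 100% = tunicamycin at 10 µg/mL and 0% = DMSO alone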
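Test system: CHO-CHOP cells, stable luciferase reporter of PERK-eIF2a-CHOP signalling | Quantity: 500 CHO-CHOP cells per well | Buffer or medium: F12 plus 10% serum | Compound dosing: 10 µM single point, 0.5% DMSO | Schedule: 6 h compound treatment, 37 °C | Signal: Luciferase luminescence | Control set: Tunicamycin high control, DMSO low control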
* hit, by the source's call. An excerpt; the hit share may differ from the screen's.

Each structure is followed by: Jurkat NFkB inh	UPR CHOP act	TIM10 inh	UPR XBP1 act	tim23-1 inh	Mdm2 MdmX PPI	697 NFkB inh	tim10-1 inh
#1 COC(=O)C1=C(c2cccc(OCc3ccccc3)c2)C[C@@H]2CC[C@H]1N2C(=O)NCCN1CCOCC1
  -2	1.0	2	0	12	9	-1	-1
#2 C=CCn1c(O)c(C(CC)=NCCc2ccccc2)c(=O)[nH]c1=O
  -3	0.0	6	6	2	0	11	10
#3 Clc1ccccc1C1NCc2ccccc2-n2cccc21 (configuration not stated)
  -1	-1.5	23	0	22	13	8	2
#4 CCOc1ccc(N=Cc2c(O)n(CCc3ccc(OC)c(OC)c3)c(=O)[nH]c2=O)cc1
  7	1.2	18	-6	1	16	-54	-3
#5 O=P(C(=Nc1ccc(Cl)cc1)N1CCOCC1)(N1CCOCC1)N1CCOCC1
  3	0.8	-10	-1	7	-16	4	7
#6 CCCc1c(C)nc(-c2ccc(C)cc2)nc1OC(=O)N(C)C
  -7	-1.3	7	2	37	25	-4	20
#7 COc1ccc(C(=O)CN2CCOCC2)cc1F
  4	-0.4	-20	3	6	22	15	3
#8 CCOC(=O)c1[nH]c(C)c(C(=O)N2CCC3(CC2)OCCO3)c1C
  7	-1.4	11	-1	-4	5	-1	12
#9 CCOP(=O)(Cc1ccccc1)OCC
  -27	-1.8	5	2	12	11	4	6
#10 CN(C)/C=C/C(=O)C(Cl)(Cl)Cl
  15	-2.2	12	-3	-1	0	16	-7
#11 CC1CCCCN1Cc1ccc(Cl)nc1 (configuration not stated)
  2	0.8	-20	-1	4	7	2	18
#12 CCOC(=O)[C@]1(C#N)[C@@H]2C=CC(C(N)=O)=CN2[C@@H](C(N)=O)[C@@H]1c1ccc(F)cc1
  4	1.0	15	-1	10	-8	9	6
#13 O=C1CN=C(c2cc([N+](=O)[O-])ccc2Cl)c2cc([N+](=O)[O-])ccc2N1
  5	-0.6	7	-3	3	-7	-20	0
#14 CCCCN1C(=O)/C(=C/c2ccc(N3CCCCCC3)cc2)C(=O)NC1=S
  -21	14	16	-1	23	1	-32	10
#15 Fc1cccc(CNCCc2c[nH]c3ccccc23)c1
  -14	0.6	14	-5	15	10	-7	2
#16 CC1=C(C(=O)O)N2C(=O)C(NC(=O)Cc3ccccc3)C2SC1 (configuration not stated)
  8	1.1	10	2	10	1	26	-7
#17 O=C(CNC(=O)c1ccccc1)Nc1ccc(Br)cc1C(=O)c1ccccc1
  -12	-0.6	-16	-2	-36	3	2	-64
#18 O=C(c1cc2c(s1)CCCCCC2)N1CCC2(CC1)OCCO2
  -13	1.9	6	-3	24	16	12	35
#19 COc1ccccc1CCNC1CCC(C)CC1 (configuration not stated)
  5	0.6	6	-2	-9	-18	18	3
#20 CCN(CC)P(=O)(/C=C(\Cl)c1ccccc1)/C=C(\Cl)c1ccccc1
  -5	-0.7	13	-6	40	17	16	-4
#21 O=c1cccc2n1CC1CC2CN(Cc2c(F)cccc2Cl)C1 (configuration not stated)
  -4	0.9	24	-3	22	-8	1	15
#22 C[N+]12CCC(CC1)C(C#N)(N1CCOCC1)C2 (configuration not stated)
  -1	-2.0	-6	0	-1	-2	21	10
#23 COc1ccc(N2C(=O)/C(=C/c3ccc(N(C)C)o3)C(=O)NC2=S)cc1
  1	-0.8	9	-2	2	-1	6	3
#24 NP(=O)(OCC(F)(F)F)Oc1ccc(Cl)cc1 (configuration not stated)
  12	1.5	3	-4	7	-5	14	3
#25 NC(=O)C1(N2CCCCC2)CCN(Cc2ccccc2)CC1
  4	-0.5	-5	1	-4	15	13	3
#26 Cc1ccccc1N1C(=O)NC(=O)/C(=C\c2cc(Br)c(N3CCOCC3)o2)C1=O
  11	18	1	3	-27	2	-26	-10
#27 CC1(C)OC(c2ccccc2)=C/C(=C/C=C2C(=O)NC(=S)NC2=O)O1
  4	0.2	21	-1	57*	16	11	25
#28 O=C(c1ccccc1F)c1cn(Cc2ccccc2)c2ccccc12
  2	-1.9	28	1	26	37	2	19
#29 CNC(=O)Oc1ccc(-c2cn3cc(Cl)ccc3n2)cc1
  -142	5.0	-8	-3	-15	-151	-230	-7
#30 O=[N+]([O-])c1ccc(N2CCNCC2)cc1NCC1CCCO1 (configuration not stated)
  0	-2.7	6	4	1	4	8	8

(list continues)
Each structure is followed by: Jurkat NFkB inh	UPR CHOP act	TIM10 inh	UPR XBP1 act	tim23-1 inh	Mdm2 MdmX PPI	697 NFkB inh	tim10-1 inh
#31 CCC(=NCCCn1ccnc1)c1c(O)n(Cc2ccccc2)c(=O)[nH]c1=O
  -3	-3.4	-15	-1	9	-13	2	10
#32 O=S(=O)(F)c1ccc2nc(-c3cccc(Sc4ccccc4)c3)cc(Cl)c2c1
  -7	1.1	-8	0	-7	7	-23	-11
#33 Cc1ccc(NC2=NCCCS2)cc1Cl
  13	-0.4	7	-1	-2	-16	1	-6
#34 N=C1c2ccccc2CN1NC(=O)c1ccc(Br)cc1
  5	0.2	-6	-3	-16	4	19	-12
#35 N=C1c2ccccc2CN1CC(=O)c1ccccc1
  -88	3.2	-17	2	8	-148	-155	4
#36 Clc1cc(I)cc(Cl)c1NC1=NCCN1
  2	-0.5	-7	-1	-14	26	10	0
#37 O=C(C1CCN(S(=O)(=O)c2ccccc2)CC1)N1CCC2(CC1)OCCO2
  5	2.1	-10	0	1	4	4	15
#38 Nc1ccccc1-[n+]1c(-c2ccccc2)cc(-c2ccccc2)cc1-c1ccccc1
  -5	-0.4	27	-1	18	42	12	3
#39 COc1ccccc1-n1c(-c2cccs2)nc2ccccc2c1=O
  0	1.1	-1	3	31	18	-14	-8
#40 CCC(=Nc1ccc2c(c1)CCC2)c1c(O)n(C2CCCCC2)c(=O)[nH]c1=O
  -4	4.2	-18	0	-14	16	-2	-18
#41 CCC(=O)CC(c1ccccc1)c1c(O)c2ccccc2sc1=O (configuration not stated)
  1	-1.4	-4	0	17	-11	-24	34
#42 CCc1cc(=O)oc2cc(OCC(=O)N3C[C@H]4C[C@@H](C3)c3cccc(=O)n3C4)c(Cl)cc12
  10	-3.2	-2	1	1	-17	2	-18
#43 O=c1c2ccccc2nc(-c2ccc(-c3ccccc3)cc2)n1-c1ccncc1
  -18	5.4	-69	3	-66	18	-5	-17
#44 O=C(Nc1ccc(Cl)cc1)O/N=C(\c1ccccc1)c1ccccn1
  -5	4.4	15	3	-4	23	0	12
#45 CC(=O)OC1(Cc2ccccc2)CN2CCC1c1ccccc12 (configuration not stated)
  -32	0.7	-1	-1	29	-12	12	23
#46 C/C=C(\C)C(=O)N[C@@H](c1ccccc1)[C@@H](O)C(=O)O[C@H]1C[C@@]2(O)[C@@H](OC(=O)c3ccccc3)C3[C@](C)(C(=O)[C@H](O)C(=C1C)C2(C)C)[C@@H](O)C[C@H]1OC[C@@]31OC(C)=O (some centres not stated)
  70*	-0.3	7	2	-11	53*	6	11
#47 COC(=O)C1=C(c2ccc3ccccc3c2)C[C@@H]2CC[C@H]1N2C(=O)NCc1ccco1
  10	-0.1	6	1	31	-15	12	11
#48 N#Cc1c(Cl)nc(Cl)c2c1CCN(Cc1ccccc1)C2
  12	1.6	18	1	31	27	2	18
#49 COC(=O)C1=C(c2ccc(OC(F)(F)F)cc2)C[C@@H]2CC[C@H]1N2C(=O)N1CCC(O)CC1
  -5	-1.0	14	1	17	-14	-11	5
#50 Cc1cc(OCC(=O)N[C@@H](Cc2ccccc2)C(=O)O)c2c3c(c(=O)oc2c1)CCC3
  7	-0.3	5	0	15	-10	10	18
#51 CCOc1cc2c(cc1OCC)-n1cccc1C(c1ccc(OC)c(O)c1)NC2 (configuration not stated)
  -18	-1.3	12	1	22	27	2	27
#52 N#CCCn1cc(C(=O)Nc2ccccc2Cl)c(-c2ccc(F)cc2)n1
  -2	0.4	21	-2	24	-2	6	20
#53 O=C1c2ccccc2C(=O)N1Cc1nc2ccccc2c(=O)n1-c1ccccn1
  -1	1.3	10	-3	19	2	-3	39
#54 COc1ccc2c(c1OC)CN1CCc3cc4c(cc3C1C2)OCO4 (configuration not stated)
  6	2.2	-13	-1	10	14	-26	14
#55 COC(=O)C(O)(c1ccc(N=Cc2ccccc2O)c(C)c1)C(F)(F)F (configuration not stated)
  -12	1.2	-7	-4	5	4	-5	-2
#56 ClCCOCOCCCl
  2	-1.3	4	-1	-13	18	14	-19
#57 CC(=O)OC1N=C(c2ccccc2)c2cc(Br)ccc2NC1=O (configuration not stated)
  17	-0.9	-8	-1	11	6	6	9
#58 Cc1cc(C(=O)NP(=O)(N2CCOCC2)N2CCOCC2)c(C)n1C1CC1
  1	0.9	-12	9	2	26	1	3
#59 Cc1ccccc1NC(=O)NCCN1CC1
  10	3.0	-10	3	-5	11	-1	5
#60 Cc1ccc(-n2c(O)c(/C=N/Nc3ccccc3)c(=O)[nH]c2=O)cc1C
  4	-0.3	-60	1	0	24	14	-1
#61 O=C1C2(c3ccccc3)CN3CN(C2)CC1(c1ccccc1)C3
  1	-1.9	-6	0	1	19	11	-14

Entries listed so far that contain an aryl methoxy group (seven):
Each structure is followed by: Jurkat NFkB inh	UPR CHOP act	TIM10 inh	UPR XBP1 act	tim23-1 inh	Mdm2 MdmX PPI	697 NFkB inh	tim10-1 inh
#4 CCOc1ccc(N=Cc2c(O)n(CCc3ccc(OC)c(OC)c3)c(=O)[nH]c2=O)cc1
  7	1.2	18	-6	1	16	-54	-3
#7 COc1ccc(C(=O)CN2CCOCC2)cc1F
  4	-0.4	-20	3	6	22	15	3
#19 COc1ccccc1CCNC1CCC(C)CC1 (configuration not stated)
  5	0.6	6	-2	-9	-18	18	3
#23 COc1ccc(N2C(=O)/C(=C/c3ccc(N(C)C)o3)C(=O)NC2=S)cc1
  1	-0.8	9	-2	2	-1	6	3
#39 COc1ccccc1-n1c(-c2cccs2)nc2ccccc2c1=O
  0	1.1	-1	3	31	18	-14	-8
#51 CCOc1cc2c(cc1OCC)-n1cccc1C(c1ccc(OC)c(O)c1)NC2 (configuration not stated)
  -18	-1.3	12	1	22	27	2	27
#54 COc1ccc2c(c1OC)CN1CCc3cc4c(cc3C1C2)OCO4 (configuration not stated)
  6	2.2	-13	-1	10	14	-26	14
